3CLpro inhibitor: SARS-CoV 3CLpro protease inhibitors, primary screen, biochemical, quenched FRET. recombinant SARS-CoV 3CLpro, quenched FRET peptide cleavage. inhibition, % at 6 µM. hit rate 0.14% among 290,000. AID 1706, 2009; in the data active means inhibition above about 12%
MazF activator: activators of E. coli MazEF toxin-antitoxin RNase, primary screen, biochemical, fluorescence, uHTS; FAM/BHQ RNA-DNA oligo cleavage fluorescence, 5 h; activation, % at 20 µM; AID 504720, 2011; hit rate 0.32% among 350,000; Endoribonuclease toxin MazF (Escherichia coli (strain K12)), P0AE70; in the data active means activation above about 50%
Target sequence (P0AE70 whole entry, looked up): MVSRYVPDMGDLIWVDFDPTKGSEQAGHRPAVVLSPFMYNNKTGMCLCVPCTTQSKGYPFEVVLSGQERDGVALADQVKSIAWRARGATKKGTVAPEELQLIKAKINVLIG
CCHFV vOTU inh: CCHFV vOTU protease inhibitors, primary screen, biochemical, Pep-AMC substrate, fluorescence | Crimean-Congo hemorrhagic fever virus L polyprotein viral ovarian tumor (vOTU) protease … | inhibition, % at 11.5 µM | hit rate 0.55% among 370,000 | AID 651958, 2012; in the data active means inhibition above about 30%; further: 0% = vehicle wells with enzyme and 100% = no enzyme wells
Vc quorum ag: inducers of Vibrio cholerae quorum light production without autoinducers, primary screen, BH1578 luxS cqsA deficient, single point. V. cholerae BH1578 lux reporter, luminescence, 6 h. activation, % at 18.7 µM. hit rate 0.16% among 350,000; in the data active means activation mostly above about 9.7%, no sharp cut-off; further: not every result past the cut was called active; inactives centre near 0; reference of the scale not given here
Rv3671c protease: Rv3671c serine protease inhibitors, primary screen, biochemical, fluorescence polarization, M. tuberculosis H37Rv. P9WHR9. inhibition, % at 5.96 µM. hit rate 0.048% among 320,000; in the data active means inhibition above about 38%;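 further: extracellular domain of Rv3671c used as enzyme; 0% = enzyme with DMSO and 100% = no enzyme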
Target sequence (P9WHR9 whole entry, looked up, the tested form may be a part): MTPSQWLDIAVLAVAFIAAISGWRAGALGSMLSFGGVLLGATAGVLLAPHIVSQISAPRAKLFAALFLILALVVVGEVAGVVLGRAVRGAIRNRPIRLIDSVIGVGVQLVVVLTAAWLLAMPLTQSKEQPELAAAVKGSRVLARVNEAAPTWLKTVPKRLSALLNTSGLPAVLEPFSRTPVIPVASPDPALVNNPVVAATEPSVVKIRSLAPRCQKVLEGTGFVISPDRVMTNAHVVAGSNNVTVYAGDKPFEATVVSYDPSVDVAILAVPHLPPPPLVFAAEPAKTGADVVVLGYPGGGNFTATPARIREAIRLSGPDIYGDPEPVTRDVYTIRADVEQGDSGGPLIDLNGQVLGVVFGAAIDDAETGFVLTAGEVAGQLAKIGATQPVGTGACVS
DUSP3 inh: VHR1 phosphatase inhibitors, primary screen, biochemical, absorbance, uHTS. Dual specificity protein phosphatase 3 (Homo sapiens), P51452. recombinant VHR phosphatase, pNPP absorbance. inhibition, % at 13.3 µM. hit rate 0.52% among 290,000. AID 1654, 2009; in the data active means inhibition above about 50%; further: some compounds called inactive have numbers as strong as hits
Target sequence (P51452 whole entry, looked up): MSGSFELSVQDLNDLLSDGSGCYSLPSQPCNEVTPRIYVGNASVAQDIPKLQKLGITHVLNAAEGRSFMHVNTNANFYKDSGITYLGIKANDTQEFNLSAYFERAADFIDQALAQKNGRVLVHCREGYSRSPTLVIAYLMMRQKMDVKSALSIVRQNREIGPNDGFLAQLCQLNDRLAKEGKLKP
TcdB GH inh: TcdB glycohydrolase inhibitors, primary screen, biochemical, single point, plate reader; Toxin B (Clostridioides difficile), P18177; TcdB glycohydrolase enzymatic assay; inhibition, % at 9.99 µM; hit rate 0.24% among 350,000; in the data active means inhibition above about 10%
PrPC surface inh: inhibitors of human cell surface prion protein PrPC, primary screen, cell-based, TR-FRET | Major prion protein (Homo sapiens), P04156 | TR-FRET read-out | inhibition, % at 13.8 µM | hit rate 0.43% among 370,000; in the data active means inhibition above about 24%; further: 0% = median of the test wells and 100% = reference compound wells
Y pestis TopoI: Yersinia pestis topoisomerase I inhibitors, primary screen, biochemical, cleavage product accumulation, plate reader, single point; hit rate 0.064% among 360,000; DNA topoisomerase I (Yersinia pestis CO92); AID 504884, 2011; Y. pestis Topo-I cleavage product accumulation; activity, % at 10 µM; in the data active means activity above about 50%, passing the limit was not always enough; further: inactives centre near 2
SSB-PriA inh: inhibitors of Klebsiella pneumoniae PriA binding to SSB C-terminal tail, primary screen, biochemical, AlphaScreen; inhibition, % at 33 µM; hit rate 0.6% among 430,000; AlphaScreen SSBct-PriA binding, biotinylated peptide; AID 1272365, 2023; in the data active means inhibition mostly above about 37%, no sharp cut-off; inactive means mostly below about 20%;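 further: plate controls were negative control peptide for no effect and reference peptide for full effect; strong numbers were not always called active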
* = called active by the depositor; i = inactive; . = no result given.

no. | Molecule | MazF activator | 3CLpro inhibitor | PrPC surface inh | CCHFV vOTU inh | DUSP3 inh | Y pestis TopoI | TcdB GH inh | SSB-PriA inh | Vc quorum ag | Rv3671c protease
1 | CCOc1cc(C(=O)N(CC)CC(=O)Nc2ccc3c(c2)OCCO3)ccc1OC | -11 | . | 1 | 4 | . | 0 | -0.5 | 10 | -0.6 | -1
2 | CCOC(=O)C1CCN(Cc2ccc(-c3ccccc3)cc2)CC1 | 5 | 5 | 4 | -4 | 31 | 34 | 1.9 | -16 | -0.4 | .
3 | O=C(CN1CCCCC1)N/N=C/c1ccc(Cl)cc1 | 11 | -3 | 1 | -12 | 29 | 4 | 0.1 | . | 0.0 | -4
4 | O=C(NNC(=O)c1cc2cc3ccccc3nc2s1)c1ccc(F)cc1 | -14 | 4 | -4 | 6 | 33 | 0 | . | 6 | 0.6 | -29
5 | CCOC(=O)N1CCC(Nc2nc3ccccc3nc2NS(=O)(=O)c2ccc(Cl)cc2)CC1 | -13 | -6 | 1 | 2 | 0 | 13 | . | 1 | i | -2
6 | C=CCNc1oc(-c2ccco2)nc1S(=O)(=O)c1ccccc1 | -1 | -2 | 0 | 9 | 19 | -9 | 0.8 | -2 | 0.0 | -2
7 | O=C(COC(=O)c1ccccc1C(=O)N1CCN(c2ccc(F)cc2)CC1)NCc1ccccc1 | 23 | 2 | -1 | -4 | 26 | 7 | . | 3 | -3.7 | -6
8 | COc1cccc(NC(=O)CN(C)C(=O)c2ccc(NC3CC3)c([N+](=O)[O-])c2)c1 | -2 | . | -24 | 12 | . | 4 | 0.4 | 6 | i | 2
9 | Cc1ccc(C)c(OCCC(=O)OCC(=O)Nc2cc(S(=O)(=O)N3CCCCC3)ccc2C)c1 | -1 | . | 2 | 15 | . | 9 | 2.0 | -1 | i | -14
10 | O=c1cc(NCCc2ccccc2)c2ccccc2o1 | 7 | -1 | 11 | 14 | 19 | -9 | 1.6 | -5 | i | 10
11 | CCCOc1ccc(CNC(=O)Cn2ncc3ccccc32)cc1 | -9 | -4 | 7 | -10 | 12 | 3 | 0.9 | 6 | -0.3 | -2
12 | CCCCC(NC(=O)c1ccc(Cl)cc1)C(=O)O (configuration not stated) | -9 | -9 | 5 | 13 | -1 | 4 | . | -11 | i | -2
13 | C=CCn1c(SCc2ccc(C#N)cc2)nnc1-c1cccc(OC)c1 | 12 | 0 | -1 | 1 | 15 | 20 | . | -6 | i | 3
14 | CCOP(=O)(OCC)c1nc(-c2cccc3ccccc23)oc1N1CCCCC1 | -1 | 4 | 2 | -301 | 28 | 3 | 2.0 | -49 | 0.2 | 4
15 | CCOC(=O)C1CCN(C(=O)c2c(-c3c(Cl)cccc3Cl)noc2C)CC1 | 1 | -2 | 3 | 7 | -2 | -4 | . | -7 | -3.6 | -7
16 | COc1cccc(C(=O)OCC(=O)c2c[nH]c3ccccc23)c1OC | -9 | . | 2 | 1 | . | 5 | 0.9 | 4 | 0.4 | -6
17 | COC(=O)c1ccc(NC(=O)c2ccccc2N(C)S(C)(=O)=O)cc1 | 5 | -1 | -5 | 9 | -4 | 2 | . | -8 | i | 2
18 | COc1ccccc1Cn1c(=O)c2ccccc2n2c(SCC(=O)N3CCCCC3)nnc12 | 7 | 3 | 2 | -14 | 19 | 0 | -2.8 | -4 | i | -11
19 | O=C(Nc1cccnc1)C1CCC(CNS(=O)(=O)c2cccc3nsnc23)CC1 (configuration not stated) | -22 | 1 | -25 | -4 | 33 | 0 | -0.2 | 7 | -0.4 | 0
20 | CCC(CC)NC(=O)CSc1ccc(S(=O)(=O)N2CCCCC2)cn1 | -3 | . | 9 | -3 | . | 15 | 0.6 | -14 | -1.1 | .
21 | CN1CCCN(C(=O)COc2ccc(Br)cc2)CC1 | 3 | 5 | -11 | 12 | 17 | -7 | 0.9 | 5 | i | 0
22 | COc1ccc(S(=O)(=O)N2N=C(c3cccc(NS(C)(=O)=O)c3)CC2c2ccco2)cc1 (configuration not stated) | -26 | 1 | -4 | 12 | 12 | -6 | 0.8 | 8 | -0.2 | -6
23 | COc1cc(C(=O)Nc2nnc(-c3sccc3C)s2)cc(OC)c1OC | 16 | 2 | -6 | 8 | -12 | 10 | . | -26 | i | -7
24 | CCOCCCNC(=O)N[C@@H](C)C(=O)OC | -6 | 2 | -7 | -8 | 18 | -3 | . | -14 | -1.0 | 3
25 | Cn1c(SCC(=O)N/N=C/c2cc([N+](=O)[O-])ccc2O)nnc1-c1ccccc1 | 2 | 3 | -4 | -3 | -8 | 3 | 2.3 | . | i | 23
26 | CCCCN(CC)CCNC(=O)CN(C)S(=O)(=O)c1ccc2c(c1)c(=O)n(C)c(=O)n2C | 12 | 5 | -3 | -14 | 14 | 1 | . | -4 | 0.9 | 0
27 | Cc1ccc(CC(=O)Nc2ccc(C(=O)N3CCCCC3)cc2)cc1 | 2 | 3 | 6 | -13 | 24 | 13 | 0.4 | 5 | -0.4 | 5
28 | Cc1noc(NS(=O)(=O)c2ccc(NC(=O)CS(=O)(=O)c3ccccc3)cc2)c1C | -2 | -3 | -4 | 10 | 18 | -12 | . | -7 | -0.3 | 1
29 | CCCn1c(Nc2ccc(Cl)cc2)nc2ccccc21 | 2 | -4 | 8 | 7 | 18 | -2 | 0.8 | -1 | -0.3 | 3
30 | O=C(Nn1c(Cc2cccs2)nc2ccccc2c1=O)c1cccs1 | 1 | 2 | -2 | -3 | 21 | 5 | . | -9 | -0.3 | 4
31 | Cc1ccc(C(=O)NNC(=O)c2cccc3ccccc23)cc1 | 10 | . | -10 | 4 | . | 3 | -0.8 | -8 | i | .
32 | Cc1cccc(-n2c(/C=C/c3ccccn3)nc3ccccc3c2=O)c1 | 2 | 3 | -2 | -9 | 21 | -2 | 0.6 | -4 | -0.5 | 4
33 | CNC(=O)CN(C)S(=O)(=O)c1ccc(F)cc1 | 0 | 4 | 4 | -10 | 9 | 0 | . | -14 | i | -12
34 | COc1ccc(N2CC(C)Cn3c2nc2c3c(=O)n(Cc3ccccc3F)c(=O)n2C)c(OC)c1 (configuration not stated) | 6 | -1 | 3 | 2 | 18 | 15 | . | 11 | i | 5
35 | CSc1ccccc1OCc1cc(C(=O)NCCc2nc(C)cc(C)n2)no1 | 2 | 1 | -7 | 3 | -9 | 17 | 1.7 | -6 | 0.7 | .
36 | CC(NCCC1(Cc2ccccc2Cl)CCOC(C)(C)C1)c1cccs1 (configuration not stated) | -7 | -3 | 6 | 10 | 8 | 3 | 1.0 | 6 | -0.8 | 12
37 | Cc1cccc(NC(=O)Cn2cc(C=O)c3ccccc32)c1 | -2 | 2 | 20 | 9 | 40 | 8 | 0.3 | -13 | 0.8 | 1
38 | CCCCn1c(N)c(N(CC(C)C)C(=O)C2CC(=O)N(c3ccccc3C(C)CC)C2)c(=O)[nH]c1=O (configuration not stated) | 0 | . | 5 | 5 | . | 2 | 2.0 | -3 | i | 11
39 | CN(C)S(=O)(=O)c1cc(NC(=O)CN2CCN(c3ccccc3F)CC2)ccc1Cl | -8 | 1 | 10 | 1 | 4 | 20 | -1.2 | -20 | i | 3
40 | O=C(COc1ncnc2c(Cl)cc(Cl)cc12)NC1CCCCCC1 | -12 | 3 | -2 | -1 | 10 | -4 | . | -1 | -1.4 | 5

Compounds 34 through 40 of the list above:
no. | Molecule | MazF activator | 3CLpro inhibitor | PrPC surface inh | CCHFV vOTU inh | DUSP3 inh | Y pestis TopoI | TcdB GH inh | SSB-PriA inh | Vc quorum ag | Rv3671c protease
34 | COc1ccc(N2CC(C)Cn3c2nc2c3c(=O)n(Cc3ccccc3F)c(=O)n2C)c(OC)c1 (configuration not stated) | 6 | -1 | 3 | 2 | 18 | 15 | . | 11 | i | 5
35 | CSc1ccccc1OCc1cc(C(=O)NCCc2nc(C)cc(C)n2)no1 | 2 | 1 | -7 | 3 | -9 | 17 | 1.7 | -6 | 0.7 | .
36 | CC(NCCC1(Cc2ccccc2Cl)CCOC(C)(C)C1)c1cccs1 (configuration not stated) | -7 | -3 | 6 | 10 | 8 | 3 | 1.0 | 6 | -0.8 | 12
37 | Cc1cccc(NC(=O)Cn2cc(C=O)c3ccccc32)c1 | -2 | 2 | 20 | 9 | 40 | 8 | 0.3 | -13 | 0.8 | 1
38 | CCCCn1c(N)c(N(CC(C)C)C(=O)C2CC(=O)N(c3ccccc3C(C)CC)C2)c(=O)[nH]c1=O (configuration not stated) | 0 | . | 5 | 5 | . | 2 | 2.0 | -3 | i | 11
39 | CN(C)S(=O)(=O)c1cc(NC(=O)CN2CCN(c3ccccc3F)CC2)ccc1Cl | -8 | 1 | 10 | 1 | 4 | 20 | -1.2 | -20 | i | 3
40 | O=C(COc1ncnc2c(Cl)cc(Cl)cc12)NC1CCCCCC1 | -12 | 3 | -2 | -1 | 10 | -4 | . | -1 | -1.4 | 5

Next section.
no. | Molecule | MazF activator | 3CLpro inhibitor | PrPC surface inh | CCHFV vOTU inh | DUSP3 inh | Y pestis TopoI | TcdB GH inh | SSB-PriA inh | Vc quorum ag | Rv3671c protease
41 | COc1ccc(CCCC(=O)N/N=C/c2ccccc2OC)cc1 | -2 | 3 | 0 | 11 | 16 | 14 | 5.0 | . | i | 0
42 | Cc1ccc(N(C(C)C(=O)N2CCCC2)S(C)(=O)=O)cc1 (configuration not stated) | 16 | 8 | 4 | 11 | 30 | -2 | 0.5 | 2 | i | 1
43 | O=C(CSC1=NS(=O)(=O)c2cc(F)ccc2N1)Nc1ccccc1 | 1 | . | 1 | 6 | . | 2 | 2.1 | -6 | i | 11
44 | Clc1cccc(CN2CCc3c([nH]c4ccccc34)C2)c1 | -6 | 3 | 1 | 7 | 2 | 0 | 1.1 | 21 | -0.4 | -2
45 | O=C(CN1C(=O)COc2ccc(S(=O)(=O)N3CCCCC3)cc21)NCc1ccc(F)cc1 | -3 | 3 | 7 | -4 | 2 | 3 | 7.1 | -1 | -8.5 | 4
46 | COc1ccc(NC2CC(=O)NC2=O)cc1 (configuration not stated) | 8 | -4 | 0 | 10 | 23 | -5 | . | 4 | -1.8 | 3
47 | COc1cc(/C=N/Nc2ccnc(=O)[nH]2)ccc1O | 3 | -1 | -9 | 14 | 0 | 3 | -55 | . | -0.6 | .
48 | O=C(O)c1cc(Cl)ccc1-c1ccc(/C=C/c2cc(C(F)(F)F)[nH]c(=O)n2)o1 | -320 | -10 | -10 | -2 | 7 | 11 | -0.4 | -14 | i | -5
49 | COc1ccc(C2N(S(=O)(=O)c3ccccc3)CCN2S(=O)(=O)c2ccc(C)cc2)cc1 (configuration not stated) | 1 | -2 | 1 | 23 | -24 | -10 | . | -4 | -0.2 | -4
50 | CCOc1ccc(NC(=O)CN(C)C(=O)C2CC(=O)N(c3cccc(SC)c3)C2)cc1OCC (configuration not stated) | 3 | . | -5 | -5 | . | 13 | 0.6 | -13 | 7.1 | .
51 | CCN(CC(=O)O)S(=O)(=O)c1cc(Cl)ccc1Cl | 2 | -3 | 1 | -4 | 7 | -3 | 0.2 | -3 | . | 7
52 | CC(C)C[C@H]1CN=C(Nc2ccccc2)N1CC1CCCCCC1 | 18 | . | -8 | 5 | . | 13 | -0.8 | -7 | i | -11

The list is partial (hit frequency here may not be typical).
